CHRM5 PAM: human M5 muscarinic receptor positive allosteric modulators, primary screen, CHO-K1 cells, Fluo-8 calcium fluorescence | Muscarinic acetylcholine receptor M5 (Homo sapiens), P08912 | CHO-K1 hM5, ACh EC20 PAM; 0% = ACh EC20, 100% = ACh EC100 | activation, % at 3 µM | actives 0.3% (n = 360,000) | AID 624038, 2012;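 active = activation above the run cutoff, the mean activation of all test compounds plus 3 SD, cut at about 18% in these data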
Target sequence (P08912 whole entry, looked up): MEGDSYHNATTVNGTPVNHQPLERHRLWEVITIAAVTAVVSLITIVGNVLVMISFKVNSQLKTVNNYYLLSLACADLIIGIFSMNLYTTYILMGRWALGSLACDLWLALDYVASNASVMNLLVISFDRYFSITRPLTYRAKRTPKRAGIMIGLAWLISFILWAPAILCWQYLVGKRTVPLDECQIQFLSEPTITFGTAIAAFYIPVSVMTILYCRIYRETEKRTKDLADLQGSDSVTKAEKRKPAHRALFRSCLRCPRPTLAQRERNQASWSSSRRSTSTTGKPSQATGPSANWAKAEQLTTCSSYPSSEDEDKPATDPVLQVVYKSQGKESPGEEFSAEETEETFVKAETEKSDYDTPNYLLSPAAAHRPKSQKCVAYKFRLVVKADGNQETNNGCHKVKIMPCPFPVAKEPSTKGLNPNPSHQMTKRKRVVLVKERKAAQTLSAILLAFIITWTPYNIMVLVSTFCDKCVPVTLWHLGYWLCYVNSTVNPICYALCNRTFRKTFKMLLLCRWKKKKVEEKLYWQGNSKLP
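system = human M5 receptor in CHO-K1 cells | compound = one concentration, 3 µM final (nominal) | schedule = Post-acetylcholine fluorescence recording 140 s | signal = Fluo-8 calcium dye fluorescence, kinetic read | benchmarks = low control EC20 acetylcholine (0%), high control EC100 acetylcholine (100%) | repeats = singlicate, one well per test compound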
M1 PAM: human M1 muscarinic receptor positive allosteric modulators, primary screen, CHO-K1 cells, Fluo-8 calcium fluorescence, 1536-well. activation, % at 3 µM. actives 0.088% (n = 360,000). Muscarinic acetylcholine receptor M1 (Homo sapiens), P11229. CHO-K1 hM1, ACh EC20; 0% = ACh EC20, 100% = maximal ACh; in the data active = activation above about 19%, passing the limit was not always enough
M4 ag: human M4 muscarinic receptor agonists, primary screen, CHO-K1 cells, Fluo-8 calcium fluorescence. actives 0.14% (n = 360,000). CHO-K1 hM4/Gqi5; vehicle 0%, full acetylcholine response 100%. activation, % at 3 µM. Muscarinic acetylcholine receptor M4 (Homo sapiens), P08173;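 active = activation above the run mean over all test wells plus 3 SD, cut at about 32% in these data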;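 also: peak over basal fluorescence ratio per well then scaled between controls; 0% = DMSO wells and 100% = acetylcholine at EC100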
TAAR1 agonist: human TAAR1 agonists, primary screen, Fluo-8 calcium fluorescence, CHO RD-HGA16 cells | vehicle wells 0%, saturating PEA agonist 100% | activation, % at 3 µM | actives 0.99% (n = 360,000);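 active = activation above the mean activation of all test compounds in the run plus 3 SD, cut at about 38% in these data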
Target sequence (Q96RJ0 whole entry, looked up): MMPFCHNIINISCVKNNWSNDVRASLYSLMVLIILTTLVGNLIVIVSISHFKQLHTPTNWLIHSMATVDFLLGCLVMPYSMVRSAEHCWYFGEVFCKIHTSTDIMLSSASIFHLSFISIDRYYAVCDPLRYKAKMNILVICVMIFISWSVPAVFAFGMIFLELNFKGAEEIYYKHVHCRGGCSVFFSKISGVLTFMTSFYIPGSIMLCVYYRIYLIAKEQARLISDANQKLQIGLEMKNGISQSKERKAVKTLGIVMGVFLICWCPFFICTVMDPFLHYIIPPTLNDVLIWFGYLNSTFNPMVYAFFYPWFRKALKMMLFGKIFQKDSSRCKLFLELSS
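Assay system – CHO-derived RD-HGA16 cells with stable Gα16 and human TAAR1 · Compound dosing – one-point dosing at 3 µM (nominal) · Incubation – 17-24 h seeding, 75 min 37 °C dye, 30 min RT · Measured by – kinetic Fluo-8 calcium fluorescence · Control set – DMSO vehicle as 0%, PEA at EC100 as 100% · Repeats – single well for each compound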
M1 antag: human M1 muscarinic receptor antagonists, primary screen, CHO-K1 cells, Fluo-8 calcium fluorescence, 1536-well; Muscarinic acetylcholine receptor M1 (Homo sapiens), P11229; CHO-K1 hM1, ACh EC80 antagonist; inhibition, % at 3 µM; actives 1.3% (n = 360,000);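 active = percent inhibition above its own plate's cutoff, namely the mean of that plate's compound wells plus 3 SD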;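 also: peak over basal fluorescence ratio during 140 s after agonist addition; 0% = ACh EC80 plus DMSO and 100% = DMSO alone without agonist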
M5 ag: human M5 muscarinic receptor agonists, primary screen, CHO-K1 cells, Fluo-8 calcium fluorescence | CHO-K1 hM5 cells; 0% DMSO wells, 100% maximal acetylcholine response | activation, % at 3 µM | actives 0.19% (n = 360,000) | AID 624037, 2012;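 active = activation above the run's mean over test compounds plus 3 SD, cut at about 23% in these data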;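 also: signal is peak over basal fluorescence ratio across the kinetic read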
M4 antag: human M4 muscarinic receptor antagonists, primary screen, CHO cells, Fluo-8 calcium fluorescence | inhibition, % at 3 µM | Muscarinic acetylcholine receptor M4 (Homo sapiens), P08173 | actives 0.73% (n = 360,000) | CHO-hM4 cells, ACh EC80;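 active = inhibition above its plate's cutoff, the mean inhibition of sample wells plus 3 SD, cut at about 27% in these data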;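 also: 0% = acetylcholine EC80 with DMSO and 100% = DMSO without agonist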
M1 ag: human M1 muscarinic receptor agonists, primary screen, Fluo-8 calcium fluorescence, CHO-K1 cells, HTS; Muscarinic acetylcholine receptor M1 (Homo sapiens), P11229; CHO-K1 hM1, agonist mode; 0% DMSO, 100% acetylcholine EC100; activation, % at 3 µM; actives 0.33% (n = 360,000); AID 588814, 2011;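 active = activation above the run's mean compound activation plus 3 SD, cut at about 16% in these data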;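 also: peak over basal fluorescence ratio within a 140 s kinetic read after compound addition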
M5 antag: human M5 muscarinic receptor antagonists, primary screen, CHO cells, Fluo-8 calcium fluorescence | inhibition, % at 3 µM | actives 0.59% (n = 360,000) | AID 624040, 2012 | CHO-hM5 cells, ACh EC80;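 active = inhibition above a per-plate cutoff, the mean of that plate's test compounds plus 3 SD, cut at about 27% in these data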;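 also: 0% = acetylcholine EC80 with DMSO and 100% = DMSO without agonist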
An asterisk follows results filed as active; · = not tested or not shown.

SMILES | CHRM5 PAM | M1 PAM | M4 ag | TAAR1 agonist | M1 antag | M5 ag | M4 antag | M1 ag | M5 antag
Cc1cc(C)cc(N(CCC#N)C(=O)COC(=O)c2ccc(OCc3c(C)noc3C)cc2)c1 | -33 | -10 | 7 | 9 | 7 | -8 | -7 | -4 | 8
CCC(C)(C)n1nnnc1CN1CCC(c2nc3ccc(C)cc3[nH]2)CC1 | 8 | 6 | -2 | 8 | -4 | -6 | 3 | -3 | -13
CCOC(=O)C1CCN(C(=O)c2n[nH]c(=O)c3ccccc23)CC1 | 4 | 1 | 1 | 8 | 2 | 0 | -10 | 0 | -1
CCOc1cc(/C=N/NC(=O)c2nn(C)cc2Br)ccc1OCc1ccccc1 | -3 | 2 | 0 | 4 | 3 | 0 | -3 | -5 | -1
CCNC(=S)SCCOc1ccc(C)cc1 | 5 | 5 | 0 | 1 | -8 | -1 | 8 | -2 | 3
COc1cccc(NC(=O)CN(Cc2ccccc2)S(C)(=O)=O)c1 | -6 | 8 | 1 | 7 | -9 | 0 | 0 | -4 | 2
Cc1ccccc1C(=O)Nc1nc(-c2cccnc2)cs1 | 1 | 9 | 2 | 1 | -11 | 5 | 3 | -3 | 0
O=C1CS(=O)(=O)N(Cc2ccc(F)cc2)c2ccccc21 | -3 | 4 | 3 | -1 | -6 | -2 | -16 | -8 | 1
Clc1ccc(COn2c(-c3ccc(Cl)cc3Cl)nc3ncccc32)cc1 | -6 | -18 | -1 | 6 | 25 | -6 | 16 | -5 | 2
O=C(NC(=S)Nc1ccccc1N1CCCC1)c1ccc(-c2cccc([N+](=O)[O-])c2)o1 | 0 | 2 | 3 | 14 | 1 | 0 | -14 | -5 | 2
O=C(Cc1ccc(N2CCNC2=O)cc1)N1CCCC(Nc2cccc(F)c2)C1 (centres undefined) | 2 | -3 | 4 | 3 | 15 | -3 | 3 | 1 | 0
CN(Cc1ccccc1)CC1CCCN(CCc2ccccc2F)C1 (centres undefined) | 4 | -14 | 0 | 0 | 11 | -22 | 15 | -9 | 3
O=c1c(-c2ccc(O)cc2)coc2c([C@@H]3O[C@H](CO)[C@@H](O)[C@H](O)[C@H]3O)c(O)ccc12 | 6 | 11 | 1 | 1 | -19 | 5 | -3 | -2 | -3
Brc1cnc(N2CCCCC2)nc1N1CCOCC1 | 5 | -3 | 3 | 8 | 3 | -3 | -4 | -5 | 4
CCOc1ccc(N2C(=O)CC(SC(=NC)Nc3cccc(F)c3)C2=O)cc1 (centres undefined) | 2 | -1 | 1 | 10 | 2 | 1 | 7 | -4 | 1
COC(=O)c1cc(C)sc1NC(=O)CC1Nc2ccccc2NC1=O (centres undefined) | 6 | 5 | 0 | 1 | -4 | -2 | -2 | -6 | 7
Cc1nn2c(CN(C(=O)c3ccco3)c3ccccc3)nnc2c2ccccc12 | -4 | -2 | 8 | 9 | 1 | 3 | -9 | -1 | 3
C/C(=N\N=C\c1ccc(N(C)C)cc1)c1cccc([N+](=O)[O-])c1 | 0 | -7 | 0 | 0 | 9 | -3 | 3 | -4 | 3
O=C(c1ccc(CSc2ccc(Cl)cc2)o1)N1CCOCC1 | -7 | 2 | 5 | 2 | 3 | 4 | 4 | -4 | 3
COc1cc(-c2nc3cnccn3c2Nc2c(C)cccc2C)ccc1O | -11 | 7 | 4 | 9 | -6 | 1 | -3 | -2 | 8

Exported with values under each structure: 5 of the compounds above.
Value order: CHRM5 PAM | M1 PAM | M4 ag | TAAR1 agonist | M1 antag | M5 ag | M4 antag | M1 ag | M5 antag
O=c1c(-c2ccc(O)cc2)coc2c([C@@H]3O[C@H](CO)[C@@H](O)[C@H](O)[C@H]3O)c(O)ccc12
    6 | 11 | 1 | 1 | -19 | 5 | -3 | -2 | -3
CN(Cc1ccccc1)CC1CCCN(CCc2ccccc2F)C1 (centres undefined)
    4 | -14 | 0 | 0 | 11 | -22 | 15 | -9 | 3
COc1cc(-c2nc3cnccn3c2Nc2c(C)cccc2C)ccc1O
    -11 | 7 | 4 | 9 | -6 | 1 | -3 | -2 | 8
O=C(Cc1ccc(N2CCNC2=O)cc1)N1CCCC(Nc2cccc(F)c2)C1 (centres undefined)
    2 | -3 | 4 | 3 | 15 | -3 | 3 | 1 | 0
Cc1nn2c(CN(C(=O)c3ccco3)c3ccccc3)nnc2c2ccccc12
    -4 | -2 | 8 | 9 | 1 | 3 | -9 | -1 | 3

(continued)
SMILES | CHRM5 PAM | M1 PAM | M4 ag | TAAR1 agonist | M1 antag | M5 ag | M4 antag | M1 ag | M5 antag
COCCN(C(=O)CNC(=O)c1ccco1)C(C(=O)NC1CCCCC1)c1cccc(OC)c1 (centres undefined) | -5 | 6 | 0 | 6 | -24 | 1 | 3 | -2 | 12
O=C(N/N=C/c1c[nH]c2ccccc12)c1cccs1 | -9 | 4 | 0 | 0 | 1 | -5 | 10 | -3 | 11
O=C(NNC(=O)C1CC1)c1cccc([N+](=O)[O-])c1 | 2 | 6 | 0 | 3 | -11 | 3 | 7 | 0 | -4
O=S1(=O)CCN2C(c3ccco3)=CSC2=N1 | 7 | 6 | 0 | -2 | -2 | -3 | 4 | -3 | 1
Cc1ccc(C(=O)NC(=S)N2CCN(C)CC2)cc1 | -1 | 4 | 0 | 2 | 4 | 1 | 2 | -6 | 4
COc1ccc(/C=N/NC(=O)c2ccccc2O)cc1CSc1ccccn1 | -11 | -8 | 8 | 8 | 2 | -1 | -13 | -7 | 11
CCCn1c(=O)c2c(C(=O)OCC)cc(-c3ccco3)nc2n(CCC)c1=O | 5 | 3 | 2 | 6 | -2 | 5 | 0 | -5 | -5
c1ccc(N2CCN(c3nc(-c4ccccn4)nc4ccccc34)CC2)cc1 | -1 | 0 | 3 | 17 | -14 | -5 | 10 | -3 | -1
CN(C(=O)c1ccncc1)c1nnc(-c2ccncc2)s1 | -5 | 0 | 0 | · | -11 | 0 | 2 | 0 | 5
O=C(O)c1ccccc1C(=O)NCc1ccc2c(c1)OCO2 | -1 | 3 | 0 | 21 | 0 | -5 | 8 | -3 | 7
CCOc1ccc(NCc2cccn2-c2nnc(N3CCC(C(=O)NCCCN4CCCCC4CC)CC3)s2)cc1 (centres undefined) | -11 | -23 | 2 | -1 | 88* | -10 | 16 | -5 | 13
Cc1noc(C)c1COc1cccc(C(=O)Nc2cccnc2)c1 | -6 | 6 | 2 | 0 | -3 | -6 | 4 | -6 | 11
COCCNC(=S)Nc1ccc([N+](=O)[O-])cc1C | 1 | 5 | 1 | 9 | -2 | 1 | 3 | 2 | 6
O=C(CN1CCN(C(c2ccccc2)c2ccccc2)CC1)NCc1ccccc1 | -11 | -22 | -1 | 9 | 6 | -7 | 4 | -14 | 8
CC(=O)c1c(C)[nH]c(C(=O)Nc2ccccn2)c1C | -7 | 11 | 1 | 2 | -15 | -2 | 0 | -2 | 23
C=CCn1c(=O)c(C(=O)Nc2ccc(C)cc2)c(O)c2ccccc21 | -6 | -1 | 0 | 2 | -8 | 3 | 6 | -1 | 6
CC(=O)Nc1ccc(NC(=O)COC(=O)CCc2nc3ccccc3s2)cc1 | -11 | -9 | 19 | 5 | 18 | 1 | -4 | -3 | 18
C=CC[C@H](CC(=O)NCCO)C(=O)N[C@H](COC(=O)[C@@H](CC=C)Cc1ccc(F)cc1)C(C)(C)C | 7 | -1 | 4 | 12 | 0 | 4 | 6 | -6 | -2
Cc1c(OCc2ccccc2)c(=O)ccn1Cc1ccc(Cl)cc1 | -8 | 9 | 0 | 0 | -16 | -4 | 0 | -5 | 1
O=S(=O)(c1cnc[nH]1)N1CCN(c2ccc(F)cc2)CC1 | -1 | 11 | 3 | -2 | -18 | -3 | 9 | -1 | -1
O=C(O)C1C(c2ccccc2)C(C(=O)OCc2ccco2)C1c1ccccc1 (centres undefined) | 7 | 5 | 0 | 8 | -7 | -5 | -1 | -7 | 7
CCOc1cccc2cc(C(=O)NCc3ccc(F)cc3)c(=N)oc12 | -2 | 7 | 0 | 0 | -7 | -2 | 5 | -1 | 8
CCCn1c(OC)nc2c1c(=O)n(C)c(=O)n2C | -1 | 12 | 0 | 1 | -15 | 2 | -13 | -2 | 2
CN(C)C(=O)c1cc(C(=O)c2ccccc2F)c[nH]1 | 5 | 9 | 0 | 1 | -9 | 1 | -1 | 0 | -2
COc1ccc(NC(=O)C2CCCN(S(=O)(=O)c3ccc(Cl)cc3)C2)cc1OC (centres undefined) | 2 | -8 | 4 | 3 | 6 | 2 | -9 | -3 | -6
CC1CCCN(CCCNC(=O)c2ccc(N3CCCC3=O)cc2)C1 (centres undefined) | -4 | 0 | 0 | 0 | 5 | -3 | 11 | -5 | 6
CCNc1nc(NCC)nc(OCCNS(=O)(=O)c2cc(C)ccc2C)n1 | -9 | 8 | 2 | 1 | -5 | -2 | -6 | -3 | 9
COc1cc(CN2CCN(C(=O)CC(C)C)CC2)cc(OC)c1O | -3 | -1 | 0 | 1 | -22 | 1 | -4 | -1 | 1
O=C(NNC(=S)NC(=O)c1ccco1)c1ccc(F)cc1 | 0 | 9 | 1 | 9 | -2 | 2 | 8 | 4 | 7
O=C(NCCC(=O)N(CCc1ccccc1)Cc1ccccc1)c1ccc([N+](=O)[O-])cc1 | -8 | 4 | 2 | -1 | -7 | -5 | -11 | -7 | 5
Cc1cccc(C)c1NC(=O)CN(C)C(=O)c1ccccc1Sc1ccccc1C#N | 1 | 4 | 4 | 1 | 1 | 1 | -4 | -1 | 5
CC(=O)Oc1cc(C(=O)OCC(=O)N2CCc3ccccc3C2)cc(OC(C)=O)c1OC(C)=O | 16 | 8 | 2 | 1 | -22 | 3 | 3 | -1 | -3
Cc1noc(C)c1COC(=O)C1CCN(C(=O)c2ccc(Cl)cc2)CC1 | -2 | 5 | 1 | 1 | -4 | 1 | -1 | -7 | 7
CNC(=O)C(NC(=O)Nc1ccc(C)cc1)C(C)(C)C (centres undefined) | 2 | 17 | 0 | -1 | -6 | -3 | -1 | -12 | -4
O=C(NCc1cccc(C(F)(F)F)c1)C1CC(c2ccccc2F)=NO1 (centres undefined) | 11 | 2 | 4 | 8 | -14 | 2 | -3 | -2 | 6
O=C(COc1ccc(Cl)cc1)Nc1cc2c3c(c1)CC(=O)N3CCC2 | -2 | 7 | 6 | 1 | -8 | 2 | -26 | -2 | -3
COc1ccc(NC(=S)NNC(=O)c2nnn(-c3ccccc3)c2C)cc1 | -2 | 1 | 0 | 1 | -8 | 1 | 1 | -9 | -2

Not all compounds are listed; rates above refer to the full screens.
